tuberculosis growth – growth inhibition of non-replicating M. tuberculosis (AID 488890). Mycobacterium tuberculosis non-replicating, growth inhibition; higher % means a stronger effect. inhibition, % at 25 µM; hits with a dose series show IC50 in µM. actives 0.39% (n = 320,000); in the data active = a potency from the dose series; inconclusive = inhibition mostly from about 82% at the one dose, without a potency; inactive = the rest, 99 in 100 with inhibition below about 76%;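 also: plate controls were DMSO cells for no effect and high antibiotic wells for full effect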
inhibitors of VEEV – inhibitors of VEEV TC-83 cytopathic effect, confirmation, Vero cells (AID 588727); actives 0.13% (n = 350,000); Vero cells, VEEV TC-83 cytopathic effect inhibition; higher % means a stronger effect; inhibition, % at 20 µM, or IC50 in µM where a hit was titrated; in the data active = a potency from the dose series; inconclusive = inhibition mostly from about 14% at the one dose, without a potency; inactive = the rest, 99 in 100 with inhibition below about 12%; also: strong numbers were not always called active
M. tuberculosis HTS – M. tuberculosis growth inhibition, HTS (AID 449762); M. tuberculosis H37Rv growth inhibition, 7H9 media; higher % means a stronger effect; inhibition, % at 25 µM; hits with a dose series show IC50 in µM; actives 0.59% (n = 330,000); in the data active = a potency from the dose series; inconclusive = inhibition above about 70% without an active follow-up result;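 also: bacterial growth assessed after seven days of incubation; strong numbers were not always called active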
Salmonella PhoP GFP – PhoP regulon inhibitors, Salmonella typhi PhoP promoter GFP reporter, confirmatory (AID 1850) | Salmonella Typhi PhoP-promoter GFP reporter, fluorescence, 4 h; higher % means a stronger effect | inhibition, % at 50 µM, or IC50 in µM where a hit was titrated | actives 0.33% (n = 310,000); in the data active = a potency from the dose series; inconclusive = inhibition mostly from about 25% at the one dose, without a potency; inactive = the rest, 99 in 100 with inhibition below about 19%;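 also: 0% = induced wells with vehicle and 100% = uninduced wells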
H1N1 NS1A inhibition – NS1A inhibition, H1N1 influenza, cell based functional assay (AID 504329) | actives 0.3% (n = 340,000) | NS1A functional cell-based assay, percent inhibition; higher % means a stronger effect | inhibition, % at 12.5 µM; hits with a dose series show IC50 in µM; in the data active = a potency from the dose series; inconclusive = inhibition above about 27% without an active follow-up result; also: strong numbers were not always called active
inhibitors of VEEV 10K pilot screen – recorded beside inhibitors of VEEV, whose call it bears; inhibition, %; measured here: 10K pilot screen inhibition
* marks the source's active call; other numbers are inactive results; i = inactive; ? = inconclusive; · = not tested or not shown.

SMILES	tuberculosis growth	inhibitors of VEEV	M. tuberculosis HTS	Salmonella PhoP GFP	H1N1 NS1A inhibition	others
Cc1ccc(NS(=O)(=O)c2cn(C)c(=O)n(C)c2=O)cc1C	-2.7%	i	-3.4%	11.1%	8.0%	inhibitors of VEEV 10K pilot screen=0.2
CCCCn1nc(C(=O)NCC(=O)Nc2c(C)cccc2C)c2ccccc2c1=O	-3.8%	0.8%	-10.7%	·	-1.0%
COCC(=O)Nc1ccccc1Br	-18.6%	1.2%	1.8%	-6.8%	-7.3%
O=C1CSC(=S)N1/N=C/c1cc(Br)ccc1O	18.8%	·	-4.9%	4.6%	·
COc1ccc(-c2nc3ccccn3c2NC2CCCCC2)cc1SC1CCCCC1	32.5%	5.4%	?	-7.5%	-6.5%
O=C(NCCCc1ccncc1)C1CCC(=O)N(Cc2ccc(Cl)cc2)C1 (stereo unspecified)	-8.8%	4.0%	0.1%	3.0%	-8.0%
CC(Sc1nnc(C(F)(F)F)n1C)C(=O)NC(N)=O (stereo unspecified)	-20.2%	1.0%	-10.7%	-11.4%	7.0%
COc1cccc(C2CC(C(F)(F)F)n3ncc(C(=O)NC(C)(C)C)c3N2)c1 (stereo unspecified)	10.9%	1.1%	-2.6%	4.2%	-8.7%
CCOc1ccccc1NC(=O)CN1C(=O)COc2ccc(Cl)cc21	-1.5%	i	-2.3%	-8.2%	-0.1%
O=C(/C=C/c1cccs1)NC(=S)Nc1ccc(C(=O)O)cc1	29.7%	i	5.4%	-20.9%	4.1%
CS(=O)(=O)Nc1ccc(C(=O)NCCc2ccccc2)cc1	12.1%	0.2%	-8.0%	2.3%	21.5%
COc1ccccc1OCC(=O)NNC(=O)c1ccoc1C	-12.8%	0.8%	-11.5%	-4.7%	-5.1%
O=S(=O)(Nc1ccc2ccccc2n1)c1ccccc1Cl	14.0%	2.8%	-6.1%	-4.1%	-2.3%
C/C(=N\NC(=O)Cc1ccccc1)c1ccc(Cl)s1	0.5%	0.7%	-4.3%	-3.0%	-14.7%
Cc1ccc(S(=O)(=O)N(C(=O)c2ccncc2)c2ccc(OC(=O)c3ccncc3)c3ccccc23)cc1	?	10.9%	-6.8%	5.5%	5.0%
Nc1cc2sc(-c3ccc(C(=O)O)cc3)nc2cc1Cl	33.2%	2.7%	2.0%	-11.6%	-9.7%
O=c1[nH]c(/C=C/c2ccc(OC(F)F)cc2)nc2c1cnn2-c1ccccc1	-4.5%	0.5%	4.7%	-5.7%	-1.5%
Cc1cc[n+](CC(=O)Nc2cc(C(F)(F)F)ccc2Cl)cc1	-8.3%	0.9%	5.2%	4.6%	-1.4%
Cc1c(C(=O)Nc2nnc(SCc3ccccc3Cl)s2)cccc1[N+](=O)[O-]	-11.3%	i	2.2%	0.7%	3.9%
Cc1ccc(NC(=O)NCC(c2ccccc2)N(C)C)cc1 (stereo unspecified)	17.9%	i	0.1%	0.2%	-16.2%
C=CCn1c(O)c(C(C)=NCCO)c(=O)[nH]c1=O	-3.5%	2.4%	-7.1%	-0.5%	1.8%
O=C(CSc1ncccn1)N/N=C/c1cccc([N+](=O)[O-])c1	8.0%	0.6%	14.5%	0.2%	-4.5%
COc1ccc(C)cc1NC(=O)Nn1cnnc1	-12.4%	3.2%	-8.8%	0.6%	-2.4%
CC(C)(C)OC(=O)C[C@H]1C/C=C\C[C@H](CC(=O)NCCO)C(=O)N2CCC[C@@H]2COC1=O	3.4%	0.5%	2.8%	·	-16.2%

14 successive records out of the list so far, for reference:
SMILES	tuberculosis growth	inhibitors of VEEV	M. tuberculosis HTS	Salmonella PhoP GFP	H1N1 NS1A inhibition	others
Cc1ccc(NS(=O)(=O)c2cn(C)c(=O)n(C)c2=O)cc1C	-2.7%	i	-3.4%	11.1%	8.0%	inhibitors of VEEV 10K pilot screen=0.2
CCCCn1nc(C(=O)NCC(=O)Nc2c(C)cccc2C)c2ccccc2c1=O	-3.8%	0.8%	-10.7%	·	-1.0%
COCC(=O)Nc1ccccc1Br	-18.6%	1.2%	1.8%	-6.8%	-7.3%
O=C1CSC(=S)N1/N=C/c1cc(Br)ccc1O	18.8%	·	-4.9%	4.6%	·
COc1ccc(-c2nc3ccccn3c2NC2CCCCC2)cc1SC1CCCCC1	32.5%	5.4%	?	-7.5%	-6.5%
O=C(NCCCc1ccncc1)C1CCC(=O)N(Cc2ccc(Cl)cc2)C1 (stereo unspecified)	-8.8%	4.0%	0.1%	3.0%	-8.0%
CC(Sc1nnc(C(F)(F)F)n1C)C(=O)NC(N)=O (stereo unspecified)	-20.2%	1.0%	-10.7%	-11.4%	7.0%
COc1cccc(C2CC(C(F)(F)F)n3ncc(C(=O)NC(C)(C)C)c3N2)c1 (stereo unspecified)	10.9%	1.1%	-2.6%	4.2%	-8.7%
CCOc1ccccc1NC(=O)CN1C(=O)COc2ccc(Cl)cc21	-1.5%	i	-2.3%	-8.2%	-0.1%
O=C(/C=C/c1cccs1)NC(=S)Nc1ccc(C(=O)O)cc1	29.7%	i	5.4%	-20.9%	4.1%
CS(=O)(=O)Nc1ccc(C(=O)NCCc2ccccc2)cc1	12.1%	0.2%	-8.0%	2.3%	21.5%
COc1ccccc1OCC(=O)NNC(=O)c1ccoc1C	-12.8%	0.8%	-11.5%	-4.7%	-5.1%
O=S(=O)(Nc1ccc2ccccc2n1)c1ccccc1Cl	14.0%	2.8%	-6.1%	-4.1%	-2.3%
C/C(=N\NC(=O)Cc1ccccc1)c1ccc(Cl)s1	0.5%	0.7%	-4.3%	-3.0%	-14.7%

(continued)
SMILES	tuberculosis growth	inhibitors of VEEV	M. tuberculosis HTS	Salmonella PhoP GFP	H1N1 NS1A inhibition	others
O=C(NCCc1ccccc1)c1ccc(CS(=O)Cc2cccc(Cl)c2)o1 (stereo unspecified)	12.7%	4.0%	6.8%	-5.1%	-1.8%
Cc1oc(C(C)(C)C)cc1C(=O)NC1CCN(Cc2ccccc2)CC1	10.5%	1.5%	0.1%	9.2%	-0.3%
CN(C)c1nc(SCC(=O)Nc2ccccc2)nc(N2CCOCC2)n1	3.1%	1.3%	-3.6%	3.4%	-4.5%
Nc1ccccc1C(=O)NCCCN1CCOCC1	-9.5%	0.5%	13.5%	3.8%	-9.8%
Fc1ccc(-c2[nH]ncc2CN2CCN(c3ccc(F)cc3)CC2)cc1	13.4%	3.0%	-1.2%	-18.1%	1.9%
OC(c1ccccc1)c1nccn1Cc1ccccc1 (stereo unspecified)	-9.8%	i	-2.3%	-15.5%	4.5%
CC(=O)Nc1cccc(OCCOc2cccc([N+](=O)[O-])c2)c1	·	i	·	·	1.1%
Oc1ccccc1CNc1ccc(OC(F)(F)F)cc1	13.5%	3.5%	20.9%	-0.7%	·
O=C(Cc1cccc2ccccc12)N1CC[C@@]2(O)CCCC[C@H]2C1	-1.2%	6.3%	-2.5%	-9.4%	-12.9%
O=C(O)c1cccc(Cn2cc(Br)cn2)c1	-4.8%	i	-6.3%	4.6%	-0.1%
COc1cc(C(=O)NC(=S)NCc2ccco2)cc(OC)c1OC	11.9%	2.3%	-11.9%	-1.5%	2.7%
C=CCC1(Cl)C(=O)C(Cl)=C(N2CCOCC2)C1(OC)OC (stereo unspecified)	1.1%	1.7%	-2.3%	3.5%	3.9%
Cn1c(CNC(=O)c2ccc(Cl)c(Cl)c2)nnc1SCC(=O)Nc1sc2c(c1C#N)CCCC2	-6.1%	1.1%	-3.0%	0.0%	0.9%
OCCN1CCN(c2nc(-c3ccccc3O)nc3ccccc23)CC1	40.0%	6.0%	18.4%	-5.8%	9.2%
N#Cc1ccc(CN2C=NS(=O)(=O)c3ccccc32)cc1	4.0%	0.1%	-4.5%	-8.0%	-2.5%
O=C1OCCC1Sc1nc2ccccc2n1Cc1ccccc1 (stereo unspecified)	4.3%	0.5%	-2.5%	-1.1%	4.7%
Cn1c(=Nc2ccccc2)sc2ccccc21	2.7%	0.7%	-7.7%	3.7%	9.4%
CCOc1ccc(NS(=O)(=O)c2ccc(NS(=O)(=O)c3ccc(SC)cc3)cc2)cc1	19.3%	i	4.1%	3.5%	32.5%
O=S(Cc1cc(Oc2ccccc2)nc(-c2ccccc2)n1)c1ccccc1 (stereo unspecified)	34.1%	8.6%	?	21.5%	-3.7%
CC1=CC(=O)C=C(C)C1=NOc1ccc([N+](=O)[O-])cc1	?	2.1%	?	-2.9%	15.3%
COc1ccc(-c2nc(CN3CCC(C(=O)NC4CCCc5ccccc54)CC3)c(C)o2)cc1OC (stereo unspecified)	·	1.5%	·	·	21.0%
Cc1cccc2cc(/C=N/NC(=O)CN3CCCCC3)c(Cl)nc12	2.1%	·	-6.7%	4.6%	·
COc1ccc(OCCNC2CCCC2)cc1	5.6%	i	-2.6%	-0.1%	8.4%
CCC1CCCCN1S(=O)(=O)c1ccc(NC(=O)CSc2ncccc2C(=O)O)cc1 (stereo unspecified)	-15.8%	0.1%	-3.1%	-13.3%	10.3%
COc1ccccc1NC(=O)c1cc(C(=O)Nc2ccccc2OC)cc(N2C(=O)CCC2=O)c1	-3.9%	1.6%	7.8%	-5.7%	5.0%
Cc1ccccc1OCCCCn1c(CO)nc2ccccc21	48.4%	2.5%	30.9%	12.7%	-0.4%
COc1ccc(NC(=O)c2cc(CC(C)C)nc3ccccc23)cc1	51.6%	i	13.5%	-5.6%	-5.7%
COc1ccccc1-c1nnc(SCC(=O)Nc2cc(C)on2)o1	?	3.5%	1.1%	6.6%	-20.0%
O=C1NC(=O)c2cc(NC(=O)C3CCCCC3)ccc21	-4.9%	0.7%	-4.2%	1.3%	-2.5%
Cc1nn(C)cc1/C=N/NC(=O)Cn1nnc(N)n1	-6.6%	1.4%	1.9%	-2.6%	4.6%
CN1CCN(C(=O)CCN2C(=O)S/C(=C/c3ccc(Cl)cc3)C2=O)CC1	33.5%	7.8%	-6.0%	-4.4%	5.3%
CCC(=O)c1cn(CC(=O)Nc2ccc(C)cc2C)c2ccccc12	5.5%	0.5%	3.8%	-5.0%	-14.3%
CSc1nc2sc3c(c2c(=O)n1C)CCC3	36.0%	i	-0.9%	-4.9%	-23.2%
O=C(N/N=C1\SCC(=O)N1CCc1ccccc1)c1cccs1	4.8%	0.2%	12.6%	-8.2%	2.5%
Cc1ccc(-n2c(CNc3ccc(F)cc3)nnc2SCC(=O)NCc2ccco2)cc1	21.9%	6.4%	-4.7%	-11.9%	-9.0%
COCCNC(=O)/C(C#N)=C/c1c(N2CC(C)OC(C)C2)nc2ccccn2c1=O (stereo unspecified)	-9.6%	0.5%	-4.8%	-4.5%	-6.5%

Random excerpt: 2 compounds from above
SMILES	tuberculosis growth	inhibitors of VEEV	M. tuberculosis HTS	Salmonella PhoP GFP	H1N1 NS1A inhibition	others
Cc1nn(C)cc1/C=N/NC(=O)Cn1nnc(N)n1	-6.6%	1.4%	1.9%	-2.6%	4.6%
CSc1nc2sc3c(c2c(=O)n1C)CCC3	36.0%	i	-0.9%	-4.9%	-23.2%

Next entries
SMILES	tuberculosis growth	inhibitors of VEEV	M. tuberculosis HTS	Salmonella PhoP GFP	H1N1 NS1A inhibition	others
Cc1nnc(NC(=O)NCN2C(=O)C3C4C=CC(C4)C3C2=O)s1 (stereo unspecified)	-4.6%	i	0.6%	3.4%	-20.2%
CCOC(=O)c1cn2nc(N3CCCCC3)ccc2n1	55.1%	3.9%	6.7%	5.9%	-1.3%
Clc1ccc(-c2nnc3c4ccccc4nc(N4CCOCC4)n23)cc1Cl	18.1%	i	10.9%	-2.4%	2.1%
CCCn1nnc(NC(=O)COc2ccc(Cl)cc2)n1	?	i	?	-1.8%	4.2%
CC(CCc1ccccc1)NC(=O)COC(=O)CC1CC2CCC1C2 (stereo unspecified)	68.4%	i	-5.1%	7.5%	-0.9%
COc1ccc(-c2nnnn2C(C)C)cc1	0.7%	2.0%	2.9%	4.4%	-6.0%
COC(=O)/C(=C\c1ccc([N+](=O)[O-])o1)NC(=O)c1ccccc1	68.9%	1.2%	?	1.0%	0.5%
CCOc1ccc(/C=C/C(=O)Nc2ccc3[nH]c(=O)[nH]c3c2)cc1	-3.4%	1.3%	-3.9%	-6.7%	-1.9%
COc1cc(CNC2CCCCCCC2)cc(Cl)c1OC	·	i	2.1%	-2.6%	14.9%
COCCn1c(=O)[nH]c2cc(C(=O)N3CCN(c4cccc(C(F)(F)F)c4)CC3)ccc2c1=O	28.7%	1.3%	0.6%	-1.2%	4.4%
O=C(COC(=O)/C=C/c1cccc(C(F)(F)F)c1)NC1CCS(=O)(=O)C1 (stereo unspecified)	8.1%	1.8%	-8.1%	·	-8.6%
CCOC(=O)N1CCC(N(CCN(C)C)C(=S)Nc2ccc(OCC)cc2)CC1	3.4%	·	-3.6%	6.0%	·
